Screening results deposited in PubChem BioAssay by National Center for Advancing Translational Sciences (NCATS).
SNCA expr inh: reduces expression of the alpha-synuclein gene; HEK-293 SNCA-luciferase knock-in, luminescence, 24 h; Potency, µM (titrated, usually from 57.2 µM), for the others: at the top dose activity change, negative = inhibition, hits mostly inhibitors; 140,000 compounds, 0.17% hits; AID 1671194;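 note: potency is the fitted concentration of half-maximal effect; plate controls were DMSO cells for no effect and cell-free wells for full effect; nearly all actives have a fitted effect of over 45% in size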
GPT2 inh: blocks human glutamate pyruvate transaminase 2. Q8TD30. Recombinant GPT2, coupled pyruvate oxidase/HRP Amplex Red fluorescence. Potency, µM (top dose mostly 57.7 µM), for the others: top-dose activity change, negative = inhibition, most hits filed as inhibitors. 100,000 compounds, 0.25% hits. AID 1671188; note: potency is the fitted concentration of half-maximal effect; nearly all actives have a fitted effect of over 60% in size; many of its hits are not listed in these tables
Target sequence (Q8TD30 whole entry, looked up): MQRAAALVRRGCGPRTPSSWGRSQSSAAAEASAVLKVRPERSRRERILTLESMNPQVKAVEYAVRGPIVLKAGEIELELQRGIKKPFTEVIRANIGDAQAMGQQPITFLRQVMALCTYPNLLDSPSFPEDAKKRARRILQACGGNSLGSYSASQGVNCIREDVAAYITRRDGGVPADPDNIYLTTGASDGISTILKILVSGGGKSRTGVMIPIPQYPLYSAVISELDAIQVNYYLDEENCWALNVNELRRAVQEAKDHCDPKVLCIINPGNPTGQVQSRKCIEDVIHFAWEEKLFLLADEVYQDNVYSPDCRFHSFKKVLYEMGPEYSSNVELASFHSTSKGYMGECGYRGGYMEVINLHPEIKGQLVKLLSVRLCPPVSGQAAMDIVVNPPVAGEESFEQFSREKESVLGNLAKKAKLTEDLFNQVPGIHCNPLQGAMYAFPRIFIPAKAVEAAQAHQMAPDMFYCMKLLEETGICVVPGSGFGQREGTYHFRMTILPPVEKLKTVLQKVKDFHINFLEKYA
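Recombinant GPT2 (10ng/uL) with 250uM a-KG and 2mM L-alanine, 30 min at room temperature, in HEPES pH 7.5 buffer. Pyruvate detected by pyruvate oxidase/HRP/Amplex Red fluorescence after 30 min in the dark; AOA (50uM) as positive control.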
IP6K1 inhibitor: blocks human inositol hexakisphosphate kinase 1. 140,000 compounds, 0.81% hits. activity change, % (series mostly up to about 58 µM). IP6K1 kinase, ADP-Glo luminescence, 2 h; active compounds read low. AID 1645851; in the data active = activity change below about -25%
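ADP-Glo luminescence measures ADP made by human IP6K1 during a 2 h RT reaction with ATP/IP6 (mix at 1.3 mM/130 uM); top library doses 57.5 and 19.1 uM final.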
HEK293 tox: cytotoxic compounds in HEK 293 cells; Potency, µM (doses to about 115 µM), without a hit: at the top dose activity change, negative = cytotoxicity, hits mostly inhibitors; HEK 293 viability, ATP luminescence (CellTiter-Glo), 48-72 h; 94,000 compounds, 6.6% hits; note: potency is the fitted concentration of half-maximal effect; nearly all actives have a fitted effect of over 60% in size
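250 HEK 293 cells/well; compound by pintool; incubated 48 or 72 hr at 37 degree Celsius; CellTiter-Glo added, 10 min RT, luminescence imaged.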
HEK293 viab: cell viability loss counter-screen; AID 1671193; HEK-293-SNCA-luc viability, GF-AFC fluorescence, 24 h; 150,000 compounds, 0.12% hits; Potency, µM (highest dose often 57.1 µM), inactives show at the top dose activity change, negative = cytotoxicity, actives largely listed as cytotoxic;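 note: potency is the fitted concentration of half-maximal effect; 0% = DMSO-treated cells and -100% = medium-only wells without cells; nearly all actives have a fitted effect of over 30% in size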
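HEK-293-SNCA-luc cells (1500/well) plated 24 h, then exposed 24 h to a dilution series; GF-AFC added 30 min at 37C, fluorescence 405/540 nm; normalised to medium-only and DMSO wells, Hill fit.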
NIH3T3 tox: kills NIH 3T3 cells; NIH 3T3 viability, CellTiter-Glo ATP luminescence, 48-72 h; Potency, µM (series often up to 96.7 µM), for the others: at the top dose activity change, negative = cytotoxicity, usual class: inhibitors; 94,000 compounds, 4.3% hits; AID 1345082; note: potency is the fitted concentration of half-maximal effect; nearly all actives have a fitted effect of over 55% in size
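NIH 3T3 cells at 400 cells/well received 23 nL of compound by pintool and were incubated 48 or 72 h at 37 °C. Viability was read as ATP-coupled CellTiter-Glo luminescence.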
Luciferase inh: inhibitors of firefly (Photinus pyralis) luciferase; Potency, µM (top dose mostly 115 µM), for the others: top-dose activity change, negative = inhibition, hits mostly inhibitors; purified P. pyralis luciferase, luminescence, biochemical; AID 1347043; 76,000 compounds, 2.5% hits; note: potency is the fitted concentration of half-maximal effect; nearly all actives have a fitted effect of over 65% in size
Target sequence (P08659 whole entry, looked up): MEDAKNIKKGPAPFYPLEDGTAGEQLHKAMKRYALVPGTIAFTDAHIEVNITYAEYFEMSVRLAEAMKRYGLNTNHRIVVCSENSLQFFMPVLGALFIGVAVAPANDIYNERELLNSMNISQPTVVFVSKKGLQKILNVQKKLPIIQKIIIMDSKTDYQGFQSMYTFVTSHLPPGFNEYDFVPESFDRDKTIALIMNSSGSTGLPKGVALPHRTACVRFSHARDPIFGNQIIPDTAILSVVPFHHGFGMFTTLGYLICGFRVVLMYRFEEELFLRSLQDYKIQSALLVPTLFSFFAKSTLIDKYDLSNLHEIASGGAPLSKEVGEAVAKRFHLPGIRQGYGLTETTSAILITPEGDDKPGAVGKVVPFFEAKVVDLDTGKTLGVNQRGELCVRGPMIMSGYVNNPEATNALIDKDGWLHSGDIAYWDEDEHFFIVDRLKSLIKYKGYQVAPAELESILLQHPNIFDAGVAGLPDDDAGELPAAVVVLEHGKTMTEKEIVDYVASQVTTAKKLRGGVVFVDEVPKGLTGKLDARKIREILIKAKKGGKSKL
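Inhibitors were tested against purified firefly luciferase in a biochemical, low-substrate format (both substrates at 10uM) and luminescence measured with a CCD imager.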
The depositor's hits bear a star; i = inactive; u = inconclusive; x = not tested or not shown; & = joins results of further samples; [ ] = dose if it differs, or a comment. Unless noted, calls come from the whole dose curve; as a rule, active = well fitted curve in the direction sought with a large enough effect; inconclusive = small, poorly fitted or top-dose-only effect, or another doubt; inactive = no such curve, though single readings can be large; an effect the other way counts as inactive or inconclusive. Unless noted, % is set by controls: 0 for no effect and ±100 for the full control effect.

entry	SMILES	SNCA expr inh	GPT2 inh	IP6K1 inhibitor	HEK293 tox	HEK293 viab	NIH3T3 tox	Luciferase inh
1	Cc1ccc(-c2nc(CS(=O)CC(=O)N3CCN(c4ccc(Cl)cc4)CC3)c(C)o2)cc1 (stereo not given)	u	x	-17	x	-6%	x	x
2	O=C(Cc1ccccc1Cl)NCc1nnc2ccc(-c3ccccc3)nn12	-29%	i	14	5%	-5%	i	7%
3	CNS(=O)(=O)c1cn(CC(=O)N2CCN(c3cccc(Cl)c3)CC2)cc1S(=O)(=O)NC	23%	x	-3	x	-15%	x	x
4	COc1cc(NC(=O)Cn2nc(C(F)(F)F)c3c2CCCC3)cc(OC)c1OC	28%	x	16	x	0%	x	x
5	Cc1noc(-c2ccn3c(CNC(=O)c4ccoc4)nnc3c2)n1	3%	4%	20	i	-7%	i	6%
6	COc1ccc(NC(=O)CC2CCCCN(Cc3ccccc3)C2=O)c(C)c1 (stereo not given)	-21%	-6%	9	u	1%	u	-1%
7	CN(Cc1ccc(-c2ccccc2)cc1)Cc1cccc(C(F)(F)F)c1	-10%&15%	i	-3&2	-26%&-13%	u	-21%&-20%	-6%&-3%
8	CCOc1cc(=O)n2c(c1C(=O)NCC1CCCO1)CCCCC2 (stereo not given)	u	i	14	4%	1%	4%	0%
9	CN(C)C(=O)N1CCCC(C(=O)N2CCC(c3ccccc3)CC2)C1 (stereo not given)	8%	2%	-5	-9%	6%	-7%	x
10	CN1CCN(C(=O)c2ccc3cc(CCNc4ncnc5ccc(C#N)cc45)ccc3c2)CC1	x	4%	-12	x	2%	x	x
11	COc1ccc(CN2CCNc3cc(-c4ccccc4)ncc3C2)cc1	u	-9%[88.5 µM]	-19	50µM*	-25%[87.6 µM]	u	u
12	Cc1ccc2nc(SCc3nc(-c4ccccc4C)no3)[nH]c2c1	15%	x	4	x	-13%	x	x
13	Cc1cc(N2CCC(NS(=O)(=O)c3cn(C)c(C)n3)C2=O)ccc1F (stereo not given)	-5%	-8%	-10	0%	-7%	4%	-3%
14	CC1=C[C@@H](CN(C)CCC#N)[C@H](C(C)C)C[C@H]1Cc1nnc(-c2ccccc2F)o1	-7%[87.6 µM]	-1%[88.5 µM]	-6	79µM*	u	u	0%[172 µM]
15	CCC(=O)N1CCCN(Cc2ccncc2)C(c2ccccc2)CC(=O)NCC1 (stereo not given)	-2%	-5%	12	i	7%	-12%	-7%
16	COc1ccc(NC(=O)O[C@@H]2CO[C@H]3[C@@H]2OC[C@@H]3NC(=O)C2CCCCC2)cc1	6%[87.6 µM]	i	-4	u	-5%[87.6 µM]	-19%[174 µM]	u
17	CC(=O)N1CCCC(c2[nH]ccc2C(=O)N2CCN(c3ccccc3)CC2)C1 (stereo not given)	u	5%	15	-1%	5%[12.5 µM]	-18%	-1%
18	CC(C)CNC(=O)CN1CN(c2ccccc2)C2(CCN(C(=O)NC3CCCCC3)CC2)C1=O	0%	i	3	-13%	2%	u	-3%
19	Cc1ccc(CN(C)C2CCc3nn(C)c(=O)n3CC2)nc1 (stereo not given)	2%	-7%	-2	3%	-10%	i	-1%
20	COc1ccc(-c2c(C)nn3c(-c4ccccc4)cc(C)nc23)cc1OC	31%[activator]	x	-11	x	-2%	x	x
21	CC1(C)CC[C@]2(C(=O)O)CC[C@]3(C)C(=CCC4[C@@]5(C)C[C@@H](O)[C@H](O)C(C)(C)C5CC[C@]43C)C2C1 (stereo not given in full)	x	i	-16	x	-28%[23.9 µM]	x	x
22	O=C(Cc1cccnc1)NC1CC(=O)N(Cc2cccc3ccccc23)C1 (stereo not given)	-1%	-10%	5	-12%	-6%	-8%	-2%
23	O=C(c1ccc(F)c(F)c1)N1CCC2(CC1)NC(=O)N(Cc1ccccc1)C2=O	3%	-2%	-3	-39%	8%	-34%	-6%
24	Cc1ccc(CN2CCc3nc(C(=O)Nc4cccnc4)oc3CC2)o1	83%[activator][87.6 µM]	4%[88.5 µM]	-3	u	-4%[87.6 µM]	-21%[138 µM]	u
25	O=C(Nc1ccc(F)c(Cl)c1)c1ccc2c(Cl)c3c(nc2c1)CCCC3	38%[activator]	x	-18	x	-6%	x	x

Structures above that have fluorine, in the order listed:
entry	SMILES	SNCA expr inh	GPT2 inh	IP6K1 inhibitor	HEK293 tox	HEK293 viab	NIH3T3 tox	Luciferase inh
4	COc1cc(NC(=O)Cn2nc(C(F)(F)F)c3c2CCCC3)cc(OC)c1OC	28%	x	16	x	0%	x	x
7	CN(Cc1ccc(-c2ccccc2)cc1)Cc1cccc(C(F)(F)F)c1	-10%&15%	i	-3&2	-26%&-13%	u	-21%&-20%	-6%&-3%
13	Cc1cc(N2CCC(NS(=O)(=O)c3cn(C)c(C)n3)C2=O)ccc1F (stereo not given)	-5%	-8%	-10	0%	-7%	4%	-3%
14	CC1=C[C@@H](CN(C)CCC#N)[C@H](C(C)C)C[C@H]1Cc1nnc(-c2ccccc2F)o1	-7%[87.6 µM]	-1%[88.5 µM]	-6	79µM*	u	u	0%[172 µM]
23	O=C(c1ccc(F)c(F)c1)N1CCC2(CC1)NC(=O)N(Cc1ccccc1)C2=O	3%	-2%	-3	-39%	8%	-34%	-6%
25	O=C(Nc1ccc(F)c(Cl)c1)c1ccc2c(Cl)c3c(nc2c1)CCCC3	38%[activator]	x	-18	x	-6%	x	x

The listing continues.
entry	SMILES	SNCA expr inh	GPT2 inh	IP6K1 inhibitor	HEK293 tox	HEK293 viab	NIH3T3 tox	Luciferase inh
26	COc1ccc(-c2cc3nc(C)c(CCC(=O)N4CCN(c5ccccc5F)CC4)c(C)n3n2)c(OC)c1	4%	x	12	x	-8%	x	x
27	CC1CC(C(O)C(C)(C)O)OC2CC3(C)C4(C)CCC5C(C)(C)C(=O)CCC5(C)C4CCC3(O)C12O (stereo not given)	x	i	3	x	16%[23.9 µM]	x	x
28	CCCn1cnc2cc(NCc3ccc(OC)cc3OC)ccc21	132%[activator]	x	13	x	-5%	x	x
29	OCCc1cnc2c(-c3nc(-c4cccnn4)no3)cnn2c1	12%	-28%	27	-12%	-29%	-4%	u
30	COc1cc2c(cc1-c1ccccc1)OCC(C)(C)CC2CO (stereo not given)	x	x	3	u	x	u	x
31	CC(C)CC(=O)N1CCC(N2CC(OCC3CC3)C23CCOCC3)CC1 (stereo not given)	-4%	1%	19	u	1%	0%	5%
32	CC(=O)N1CCCC(c2[nH]ccc2C(=O)NCCCn2cccn2)C1 (stereo not given)	29%	-14%	30	-29%	3%[12.5 µM]	-6%	-5%
33	c1ccc(Nc2cnc3ccc(-n4ccnc4)nn23)cc1	u	i	-9	u	-7%[87.6 µM]	u	-11%[230 µM]
34	COc1ccc(C)cc1NC(=O)N1C[C@@H](F)C[C@H]1C(=O)N1CCCCC1	2%	4%	0	1%	8%	35µM*	1%
35	Cc1cccc(OCCc2noc(C3CCN(S(=O)(=O)C(C)C)C3)n2)c1 (stereo not given)	35%[activator]	i	17	u	3%[12.5 µM]	u	-8%
36	COc1ccc(/C=C/C(=O)O[C@@H]2[C@@H](O)[C@@H](O)[C@H](O[C@H]3[C@@H]4C=CO[C@@H](O[C@@H]5O[C@H](CO)[C@@H](O)[C@H](O)[C@H]5O)[C@@H]4[C@@]4(CO)O[C@@H]34)O[C@H]2C)cc1	x	u	5	x	1%[23.9 µM]	x	x
37	O=C(Nc1cccc(C(F)(F)F)c1)Nc1ccc(Br)cc1-c1nn[nH]n1	x	i	-21	x	-7%	x	x
38	Cc1nn(-c2ccccc2)c2c1C(C1CC1)N(C1CN(C(=O)NC(C)c3ccccc3)C1)C2=O (stereo not given)	x	x	10	u	x	u	x
39	O=C(C[C@@H]1CCNC[C@@H]1Cc1cc(CSc2ccccc2)on1)NC1CCCCC1	9%[87.6 µM]	i	-1	89µM*	-5%[87.6 µM]	100µM*	14%[172 µM]
40	CCNC(=O)c1cccnc1OC1CCN(Cc2ccccn2)C1 (stereo not given)	10%	i	20	4%	10%	-19%	7%
41	COc1ccccc1-c1cn2c(n1)CO[C@@H](CNC(=O)c1cccnc1)C2	37%[activator][87.6 µM]	1%[88.5 µM]	15	-27%[172 µM]	-11%[87.6 µM]	-9%[174 µM]	14%[172 µM]
42	CCOC(=O)c1noc2ncnc(N3CCN(c4ccccc4OC)CC3)c12	2%	x	-3	x	7%	x	x
43	COc1ccc(C(=O)N2CCCC(n3cc(-c4nc(C)no4)nn3)C2)cc1OC (stereo not given)	-7%	u	7	-27%	3%	u	-7%
44	Fc1ccc(CNc2nc3c(-c4ccc(F)cc4)nnn3c3ccccc23)cc1	-6%	x	5	x	16%	x	x
45	N#Cc1cccc(C(=O)NC2CCN(c3cc(-c4ccccc4)[nH]n3)CC2)c1	8%	0%	38	u	3%	u	5%
46	CCCCCNC(=O)c1noc(-c2ccccc2F)n1	59%[activator]	-31%	4	u	4%	u	u
47	COc1ccc2c(c1)C(COCc1ccc(C(=O)O)cc1)CC(C)(C)O2 (stereo not given)	x	x	3	i	x	u	x
48	Cc1cccc(CN2C(=O)CC(c3ccc(Cl)cc3)c3c(C)nn(-c4nc(C)cc(C)n4)c32)c1 (stereo not given)	-15%	x	10	x	u	x	x
49	COc1ccccc1N1CCCc2ncc(C(=O)NCCc3c[nH]c4ccccc34)cc21	u	-12%[88.5 µM]	21	u	u	u	14%[172 µM]
50	CCc1nc(-c2c3n(c(=O)n(CC(=O)Nc4ccc(Cl)cc4)c2=O)CCCC3)no1	-11%	i	-2	-1%	-5%	u	1%

(list continues)
entry	SMILES	SNCA expr inh	GPT2 inh	IP6K1 inhibitor	HEK293 tox	HEK293 viab	NIH3T3 tox	Luciferase inh
51	CCN1c2cc(C(=O)Nc3ccc(OC)c(Cl)c3)ccc2C(=O)N2CCCCCC21 (stereo not given)	u	i	7	11µM*	1%[12.5 µM]	u	-5%
52	CCOc1ccc(CCNC(=O)c2nn(-c3ccc(OC)c(Cl)c3)c(=O)c3c2c2ccccc2n3C)cc1OCC	-2%	x	5	x	-3%	x	x
53	CC(C)(C)c1cc(CC2(NCc3ccccc3O)COC2)no1	-5%[87.6 µM]	i	18	u	-16%[87.6 µM]	u	8%[172 µM]
54	CC(C)CCCC(=O)N1CCC2(CC1)Nc1ccccc1NC2=O	-4%	-25%	-16	u	-8%	u	0%
55	CCCCN(CC)CCCNC(=O)Cn1ncc2c([nH]c3ccc(C)cc32)c1=O	30%	x	10	x	3%	x	x
56	Cc1ccc(OCc2nc(C3CCN(C(=O)Cn4ccnc4)C3)no2)cc1 (stereo not given)	12%	i	11	-16%	5%	-15%	0%

Some of the compounds tested; the hit share may differ from the screen's.
